# PKA-R2B activ = activators of PKA-R2B holoenzyme, primary screen, biochemical, fluorescence polarization, Cy5-IP20, human | cAMP-dependent protein kinase catalytic subunit beta (Homo sapiens) + cAMP-dependent … | PKA-R2B holoenzyme dissociation; R2B truncated from residue 108, S112A mutant; 0% DMSO only, 100% 113 µM cGMP | activation, % at 11.4 µM | 340,000 tested, 0.079% active | AID 504700, 2011;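 active = activation above a cutoff set at the mean over all compounds plus 3 SD, cut at about 18% in these data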;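 also: higher means more holoenzyme dissociation and a rise in polarization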
# Target sequence (P31323 whole entry, looked up, other chains not shown, the tested form may be a part): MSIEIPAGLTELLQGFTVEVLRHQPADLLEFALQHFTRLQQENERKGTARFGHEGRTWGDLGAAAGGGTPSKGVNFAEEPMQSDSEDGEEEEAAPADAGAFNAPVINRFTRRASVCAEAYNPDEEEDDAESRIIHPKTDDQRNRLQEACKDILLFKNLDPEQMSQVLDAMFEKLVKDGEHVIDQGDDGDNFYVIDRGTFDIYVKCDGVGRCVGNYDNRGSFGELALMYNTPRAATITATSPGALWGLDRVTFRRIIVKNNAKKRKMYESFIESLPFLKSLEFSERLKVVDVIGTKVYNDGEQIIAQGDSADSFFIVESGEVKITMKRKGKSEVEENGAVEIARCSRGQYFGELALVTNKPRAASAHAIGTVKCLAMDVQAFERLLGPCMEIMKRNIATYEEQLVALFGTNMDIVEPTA
# NSD2 HMT inh = NSD2 histone methyltransferase inhibitors, primary screen, biochemical, AlphaScreen, single concentration, set 2; NSD2 peptide methylation, 120 min; inhibition, % at 12.5 µM; Histone-lysine N-methyltransferase NSD2 (Homo sapiens), O96028; 310,000 tested, 0.54% active; in the data active = inhibition above about 50%
# Keap1-Nrf2 PPI = Keap1-Nrf2 protein-protein interaction inhibitors, primary screen, biochemical, fluorescence polarization, single point; inhibition, % at 9.4 µM; Keap1 Kelch-Nrf2 peptide fluorescence polarization, 1536-well; 340,000 tested, 0.15% active; AID 504523, 2011; Kelch-like ECH-associated protein 1 (Homo sapiens), Q14145; in the data active = inhibition above about 12%;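 also: human Keap1 Kelch domain with fluorescein labeled Nrf2 9mer peptide probe; 0% = neutral control wells and 100% = peptide positive control; higher means more block of Keap1 binding to Nrf2 peptide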
# C-LANA FP = inhibitors of KSHV C-LANA binding to DNA, primary screen, biochemical, fluorescence polarization, FAM-LBS DNA, MBP-C-LANA, single point; inhibition, % at 9 µM; 340,000 tested, 0.078% active; AID 504423, 2011;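 active = highest replicate inhibition at or above 60% at 9 µM, even if other replicates fall short; inactive = all replicates below 60% inhibition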;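 also: 0% = neutral control wells and 100% = 4 µM acridine orange control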
# SR-BI DiI inh = inhibitors of SR-BI mediated HDL lipid uptake, primary screen, ldlA[mSR-BI] cells, fluorescence, single point; Scavenger receptor class B member 1 (Mus musculus), Q61009; ldlA[mSR-BI] CHO cells, DiI-HDL uptake fluorescence, 3 h; inhibition, % at 12.5 µM; 320,000 tested, 0.96% active; AID 488896, 2010;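 active = mean replicate inhibition of at least 70% and a set share of replicates each scoring 70 or more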;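 also: 0% = median of neutral control wells and 100% = median of positive control wells; values of inactives mirror those of a sister screen read the other way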
# Target sequence (Q61009 whole entry, looked up): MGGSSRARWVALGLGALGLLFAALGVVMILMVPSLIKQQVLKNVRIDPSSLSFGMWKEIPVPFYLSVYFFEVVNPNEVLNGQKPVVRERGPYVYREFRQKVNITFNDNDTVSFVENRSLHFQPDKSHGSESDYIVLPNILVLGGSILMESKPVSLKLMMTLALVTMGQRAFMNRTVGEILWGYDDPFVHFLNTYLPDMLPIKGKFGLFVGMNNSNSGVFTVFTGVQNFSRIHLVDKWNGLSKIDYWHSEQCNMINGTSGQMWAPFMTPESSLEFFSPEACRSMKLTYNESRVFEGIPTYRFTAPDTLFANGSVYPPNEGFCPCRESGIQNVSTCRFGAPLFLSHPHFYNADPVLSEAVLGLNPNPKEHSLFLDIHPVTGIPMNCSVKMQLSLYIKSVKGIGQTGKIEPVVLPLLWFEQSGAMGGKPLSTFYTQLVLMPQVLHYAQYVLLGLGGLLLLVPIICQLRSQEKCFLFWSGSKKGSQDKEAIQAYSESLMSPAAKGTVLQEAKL
# PvdQ inh = P. aeruginosa PvdQ acylase inhibitors, primary screen, biochemical, fluorescence, plate reader and imaging, single point | PvdQ acylase [Pseudomonas aeruginosa LESB58] | purified PvdQ acylase | inhibition, % at 10 µM | 340,000 tested, 0.063% active | AID 488965, 2010; in the data active = inhibition above about 30%, passing the limit was not always enough;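 also: 0% = vehicle neutral wells and 100% = reference inhibitor wells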
# Arrestin-AP2 inh = inhibitors of beta-arrestin/AP2 binding, primary screen, biochemical, GPCR trafficking, flow cytometry; inhibition, % at 10 µM; FITC-arrestin peptide / GST-AP2 beads; AP2 beta2 appendage carries R879A mutation; 340,000 tested, 0.31% active; beta-arrestin 1 C-terminal peptide binding to AP2 beta2-adaptin appendage (human);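 active = inhibition above a set limit, near 3 SD of compounds lacking own fluorescence, cut at about 54% in these data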;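 also: plate controls were DMSO wells for no effect and 5 µM unlabelled arrestin peptide for full effect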
#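 system = GST-tagged AP2 beta2-adaptin appendage (R879A) on 4 µm glutathione beads | reagent = FITC-labelled arrestin peptide probe, 50 nM final | schedule = compound with beads 12 min RT, then probe 1 h RT | signal = HyperCyt-sampled flow cytometry, FL1 channel, ex 488/em 535 nm | read-out = percent response from loss of bead-bound FITC fluorescence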
# SR-BI uptake up = activators of SR-BI mediated DiI-HDL uptake, primary screen, ldlA[mSR-BI] CHO cells, DiI fluorescence | 320,000 tested, 0.096% active | AID 504775, 2011 | activation, % at 12.5 µM | 3 h; 100 = double the neutral-control signal;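 active = mean replicate activation of at least 60% and every replicate at or above 60%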;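 also: 0% = median plate neutral-control signal and 100% = twice that signal; values of inactives mirror those of a sister screen read the other way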
#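 System: LDL receptor-deficient CHO ldlA cells overexpressing murine SR-BI | Timing: 3 h uptake period with compound, 37 °C | Medium: HEPES-buffered (25 mM, pH 7.4) F12 plus 0.5% BSA | Dosing: Single-point compound dose | Signal: Bottom-read fluorescence, 550/595 nm | Read-out: Retained DiI signal reflecting DiI-HDL uptake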
# RTF Ca sens inh = cardiac RTF calcium sensitivity inhibitors, primary screen, biochemical, IANBD-TnC fluorescence, EC70 calcium. inhibition, % at 7.15 µM. 340,000 tested, 0.12% active. Troponin I, cardiac muscle (Homo sapiens) + Troponin T, cardiac muscle (Homo sapiens) + …. IANBD-labeled cardiac RTF, Ca2+ fluorescence. AID 493244, 2011;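 active = inhibition above the mean inhibition of all tested compounds plus 3 SD, cut at about 17% in these data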;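 also: assay run at fixed EC70 calcium of 1.6 mM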
# DAGLB inh = DAGLB lipase inhibitors, primary screen, biochemical, fluorescence, HTS. Diacylglycerol lipase-beta (Homo sapiens), Q8NCG7. HEK293T DAGLB membrane lysate, EnzChek fluorogenic substrate. inhibition, % at 5.17 µM. 340,000 tested, 0.059% active; in the data active = inhibition above about 34%;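 also: 0% = enzyme with vehicle and 100% = wells lacking enzyme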
# * marks the source's active call; other numbers are inactive results; · = no result given.
SMILES,PKA-R2B activ,NSD2 HMT inh,Keap1-Nrf2 PPI,C-LANA FP,SR-BI DiI inh,PvdQ inh,Arrestin-AP2 inh,SR-BI uptake up,RTF Ca sens inh,DAGLB inh
COc1cccc2c(=S)c(CCC(C)=O)c(C)[nH]c12,-10,-1,-8,0.3,1,-10,-1,-1,-3,3
Cc1cc(S(=O)(=O)NC2CCCC2)ccc1-n1cnnn1,-14,3,4,-0.5,·,-4,-10,·,-18,2
CCCCN(C)c1ccc([N+](=O)[O-])cc1,4,-1,-1,0.0,-22,1,4,22,-10,-1
Cc1c(NC(=O)c2cccc(S(=O)(=O)N(C)c3ccccc3)c2)c(=O)n(-c2ccccc2)n1C,2,-1,6,-1.7,-1,-2,5,1,-5,5
C=CCOC(=O)C1=C[C@H](c2csc3ccccc23)C[C@H](OCCCCO)O1,-11,·,-2,4.9,12,7,8,-12,0,-3
COc1ccc(S(=O)(=O)N2CC(O)CC2C(=O)OCC(=O)Nc2ccc(Cl)cn2)cc1 (centres undefined),1,0,-2,0.0,-14,-16,1,14,2,1
CC(C)(Oc1ccc(Cl)cc1)C(=O)Nc1cccc(S(=O)(=O)NC2=NCCC2)c1,-5,0,-3,-0.7,12,-1,33,-12,-10,2
Cc1cc(C)c(NC(=S)N(CCCN2CCOCC2)Cc2cccnc2)c(C)c1,1,-10,5,-0.4,-33,-2,2,33,-2,0
COc1ccccc1NC(=O)COC(=O)C1=NN(c2ccccc2)C(=O)CC1,2,-1,-3,-2.3,-28,2,10,28,-2,0
CCN(CC)c1nc(C)c2c(c1C#N)CC(C)(C)OC2,-7,0,2,1.0,-11,-19,3,11,-2,-3
COc1cc(O)c2c(c1)OC(c1ccc(O)cc1)CC2=O (centres undefined),-5,·,-3,-2.2,19,8,23,-19,1,0
CC(C)C[C@@H](CNCC(=O)[C@H](CC(C)C)NC(=O)c1[nH]cnc1C(=O)N[C@H](CN)CC(C)C)NC(=O)c1nc[nH]c1C(=O)N[C@@H](CC(=O)O)C(=O)O,0,·,3,-0.8,-12,-8,7,12,2,-2
C/C(=N\NC(=O)c1nnn(-c2nonc2N)c1-c1ccc2c(c1)OCO2)c1ccccc1,-7,1,-3,0.1,-10,4,-4,10,6,0
CO/N=C/c1ccc(N2CCN(C(=O)c3ccc(C)cc3)CC2)c([N+](=O)[O-])c1,9,6,3,0.5,30,-10,9,-30,-2,5
COc1ccc(OCC(O)CNC(C)c2ccccc2)cc1 (centres undefined),-1,5,-7,-1.3,·,4,11,·,0,1
Cc1ccc(NCC(=O)N/N=C\c2cccc(O)c2)cc1,-3,3,-4,-1.0,10,-6,-4,-10,9,2
COc1cccc(N(CC(=O)N2CCOCC2)S(C)(=O)=O)c1,-6,4,-2,-0.4,-20,-6,1,20,-3,-1
CN(C)S(=O)(=O)c1cccc(-n2sc3ccccc3c2=O)c1,-10,·,1,0.2,-25,-1,20,25,-4,2
CCOC(=O)N1CCN(C(=O)COC(=O)c2oc3ccc(OC)cc3c2C)CC1,4,-1,0,0.8,31,-4,-10,-31,3,-3
CC1CC(C)CN(C(=O)CN2CCN(Cc3ccc(Cl)cc3)C2=O)C1 (centres undefined),5,10,-4,0.9,-33,-7,13,33,3,-1
C/C(=N\NC(=S)NC(C)C)c1ccc2c(c1)OCCO2,-4,22,-2,1.4,20,-3,-1,-20,6,-3
COc1ccc(CNC(=O)COc2cc(O)c3c(c2)OC(C)(C)CC3=O)cc1,3,·,3,-1.4,6,5,13,-6,-2,-3
CCCOc1ccc(N2C(=O)CC(S/C(N)=N/N=C(\C)c3cccs3)C2=O)cc1 (centres undefined),-13,-2,-2,5.3,-14,8,11,14,-2,0
Cc1cc(NC(=O)CCC(=O)N(Cc2ccco2)C(C(=O)NC2CCCC2)c2ccccc2)no1 (centres undefined),5,2,7,0.5,-6,-9,-9,6,3,4
CCc1nc(N)nc(N)c1-c1ccc(Cl)c([N+](=O)[O-])c1,2,1,-1,-1.8,2,-7,12,-2,1,-1
# Later entries:
SMILES,PKA-R2B activ,NSD2 HMT inh,Keap1-Nrf2 PPI,C-LANA FP,SR-BI DiI inh,PvdQ inh,Arrestin-AP2 inh,SR-BI uptake up,RTF Ca sens inh,DAGLB inh
CCN(CC(=O)Nc1ccc2c(c1)OCCO2)CC(=O)Nc1ccc(C)c(S(=O)(=O)N(C)C)c1,-4,1,2,-1.4,20,-12,5,-20,-5,5
CCS(=O)(=O)c1ccc2oc(=O)c(/C=C(\O)c3ccc(Cl)cc3)nc2c1,-3,-1,0,3.9,2,-4,-27,-2,-10,15
Cc1ccc(CNS(=O)(=O)NCc2ccccc2)cc1,-14,-4,0,0.3,-1,-3,7,1,-2,-3
CC1CCN(C(=O)c2ccc(S(=O)(=O)N(C)C)cc2)C(C)C1 (centres undefined),12,-2,1,-1.8,-13,-9,-8,13,0,1
COc1ccc2[nH]c3c(c2c1)CCC/C3=N\N,-11,-2,-1,1.3,61,8,37,-61,3,1
Cn1nnc2cc(NC(=O)N3CCN(c4ccccn4)CC3)ccc21,-10,-6,-6,3.0,7,-2,5,-7,4,0
O=C1C2(c3ccccc3)CN(CCO)CC1(c1ccccc1)CN(CCO)C2,0,-1,-5,1.0,-18,-16,1,18,-3,0
CCN(CC)S(=O)(=O)c1cc(C(=O)Oc2cccc(-c3cnc4ccccc4n3)c2)ccc1Br,3,-8,-3,-1.0,25,-12,-4,-25,-7,1
COc1cccc(C(C(=O)NC(C)(C)C)N(CCc2ccccc2)C(=O)CCC(=O)Nc2cc(C)on2)c1OC (centres undefined),0,1,-5,-1.0,·,5,5,·,-1,-2
Cc1ccccc1NC(=O)c1cnn(-c2ccccc2)c1C,2,-1,0,-0.3,8,-1,33,-8,-3,-3
CC(/C=C/C1(O)C(C)CC(=O)CC1(C)C)OC1OC(CO)C(O)C(O)C1O (centres undefined),3,·,-7,1.4,-19,-7,1,19,3,-2
COc1cccc(C(=O)NCc2ccco2)c1,2,7,-5,-1.5,-21,-11,2,21,-2,-1
COc1ccccc1NC(=O)CCn1cccc1,-5,·,-3,0.4,12,-6,1,-12,1,0
Cc1cc2c(=O)n(C)c(SCC(=O)Nc3ccccc3C)nc2s1,3,-2,1,2.5,-18,11,7,18,2,-2
CC1CCCCN1C(=O)c1cccc(NC2=C(Cl)C(=O)N(Cc3ccccc3)C2=O)c1 (centres undefined),4,0,-4,2.1,25,0,19,-25,8,1
CCc1noc(C)c1C(=O)OCC(=O)Nc1cccc(C)c1,1,-3,-3,0.6,2,-10,-10,-2,-11,-4
COc1ccc(S(=O)(=O)N2CCCC2CNC(=O)C(=O)Nc2ccc(F)cc2)cc1 (centres undefined),-16,-1,1,0.9,26,-5,-6,-26,-5,-2
O=C(O)CCCn1cc(NC(=O)c2ccco2)cn1,-3,-1,-4,0.3,-6,-6,-5,6,-3,0
O=S(=O)(c1cccc(-c2nnc(SCc3ccc(Cl)cc3)o2)c1)N1CCCCC1,3,-4,0,-1.0,0,-8,11,0,-16,2
CN(CC(=O)Nc1ccc(S(N)(=O)=O)cc1)c1ccccc1,3,8,-5,1.3,1,-17,2,-1,-14,-1
Cc1cccc(NS(=O)(=O)c2cccc(C(=O)NCC(c3ccco3)N(C)C)c2)c1 (centres undefined),-7,1,-3,0.9,-4,2,16,4,11,-4
c1ccc(-c2ccc(CN3CCSCC3)cc2)cc1,3,5,-3,0.0,-9,0,38,9,-4,-7
Cc1onc(-c2ccccc2)c1C(=O)Nc1ccc2c(C)cc(=O)oc2c1,-6,-1,-1,-0.7,22,-11,14,-22,2,1
Cc1nc(N)c(C#N)c(-c2cccnc2)c1C,-2,·,-2,-0.8,-17,-14,40,17,-15,2
CCOc1ccc(CN(CCC#N)C(=S)NC(=O)c2ccccc2)cc1,1,-1,-1,-1.6,-22,1,10,22,-6,-3
# Further compounds follow.
SMILES,PKA-R2B activ,NSD2 HMT inh,Keap1-Nrf2 PPI,C-LANA FP,SR-BI DiI inh,PvdQ inh,Arrestin-AP2 inh,SR-BI uptake up,RTF Ca sens inh,DAGLB inh
COc1ccc(/C=C/C(=O)OCC(=O)NC2CCCC(C)C2C)c(OC)c1 (centres undefined),5,-1,7,-0.4,55,5,64*,·,-3,-4
Cc1ccc(NC(=O)CSc2nc3c(c(=O)[nH]2)CCCC3)cc1C,8,-2,3,-1.9,-19,-2,-3,19,0,2
CC1=C/C(=N\Nc2ccccc2[N+](=O)[O-])CC(C)(C)C1,2,25,8,0.2,20,5,-4,-20,5,16
COCCN(C(=O)CSc1nnc(C)n1-c1ccc(C)cc1)c1c(N)n(Cc2ccccc2)c(=O)[nH]c1=O,-4,·,-5,-0.1,-24,-9,-12,24,0,4
Cc1cc(/C=N/Nc2ccc([N+](=O)[O-])cn2)c(C)n1-c1ccccc1,-9,-1,-5,2.2,18,-6,-16,-18,1,5
O=C(Nc1ccc(-c2nnc(-c3ccco3)o2)cc1)C(c1ccccc1)c1ccccc1,7,-2,6,2.4,25,-12,0,-25,-4,-5
CCn1c(-c2cc(OC)ccc2OC)csc1=Nc1c(C)n(C)n(-c2ccccc2)c1=O,5,8,-3,0.8,-5,-16,0,5,-10,-6
O=C(c1ccccc1)c1nn(-c2ccccc2)c2nnc(Cc3ccccc3)c(=O)n12,1,-1,-8,1.8,-7,6,11,7,-6,-4
C[C@H](NC(=O)c1ccco1)C(=O)NC1CCCCCC1,-4,-4,0,-1.8,-29,-20,-2,29,-8,1
COc1ccc(CN2CCN(c3ncccn3)CC2)c(C)c1C,-10,-1,8,1.0,-25,7,1,25,0,-9
CCSc1nc(=S)n(-c2ccccc2)c(C)c1C(C)=O,6,0,0,-0.2,-14,-20,7,14,-23,1
